# HIF-2a block = inhibitors of HIF-2a; 786-0 RCC cells HIF-2a reporter, luciferase luminescence, overnight; inhibition, % at 18.8 µM; 360,000 tested, 0.72% active; AID 624352;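 active = inhibition of the luminescence signal of 40% or more relative to plate controls, in a single-dose primary screen at 18.75 µM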
# Exocytosis inh = lytic granule exocytosis inhibition | inhibition, % at 10 µM | 360,000 tested, 0.66% active | AID 651702 | TALL-104 LAMP-1 surface exposure, flow cytometry; cells stimulated with thapsigargin and PMA;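 active = inhibition above about 55%, limit read from the data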
# PDI inh = inhibitors of human protein disulfide isomerase. PDI insulin aggregation turbidity, A650, 90 min. inhibition, % at 10 µM. AID 588391. P07237. 350,000 tested, 0.052% active;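 active = mean inhibition across replicates of 30% or more, whatever share of single replicates reach that level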;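 also: absorbance from insulin aggregation driven by PDI reduction with DTT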
# Target sequence (P07237 whole entry, looked up): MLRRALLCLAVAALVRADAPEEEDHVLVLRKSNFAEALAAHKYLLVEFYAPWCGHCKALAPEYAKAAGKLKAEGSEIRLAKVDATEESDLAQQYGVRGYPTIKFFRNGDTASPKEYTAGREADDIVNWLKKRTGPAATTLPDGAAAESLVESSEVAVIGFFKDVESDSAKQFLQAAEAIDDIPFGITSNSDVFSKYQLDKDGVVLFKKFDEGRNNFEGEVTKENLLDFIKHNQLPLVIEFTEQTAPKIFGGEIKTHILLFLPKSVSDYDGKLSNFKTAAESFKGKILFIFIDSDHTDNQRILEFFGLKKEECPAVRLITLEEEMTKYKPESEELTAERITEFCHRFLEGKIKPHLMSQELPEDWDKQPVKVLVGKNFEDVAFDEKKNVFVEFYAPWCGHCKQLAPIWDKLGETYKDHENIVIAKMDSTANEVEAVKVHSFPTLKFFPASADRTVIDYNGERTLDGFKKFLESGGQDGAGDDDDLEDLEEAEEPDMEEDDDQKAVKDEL
# MITF TRPM1 inh = inhibitors of MITF-driven TRPM1 promoter in melanoma cells; 330,000 tested, 0.83% active; AID 488899; inhibition, % at 12.5 µM; SK-MEL-5 TRPM1 promoter luciferase, 24 h;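 active = mean inhibition across replicates of 60% or more, whatever share of single replicates reaches that level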; also: values of inactives mirror those of a sister screen read the other way
# Peg3 prom inh = Peg3 promoter activity inhibition; AID 588405; HeLa PEG-Prom luciferase reporter, luminescence, overnight; 360,000 tested, 1.7% active; inhibition, % at 20 µM;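 active = inhibition of at least 50% at 20 µM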
# NR2E3 ag-1 = activates human photoreceptor nuclear receptor NR2E3; Q9Y5X4; GST-NR2E3/biotin-RetCOR TR-FRET, 1536-well; inhibition of corepressor binding, % at 4.78 µM; 320,000 tested, 0.12% active; AID 2300;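 active = percent inhibition above the cutoff of mean plus 3 SD of all tested compounds, set per screening campaign, cut at about 20% in these data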;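 also: 0% = DMSO wells and 100% = biotin wells as full block of FRET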
# Target sequence (Q9Y5X4 whole entry, looked up): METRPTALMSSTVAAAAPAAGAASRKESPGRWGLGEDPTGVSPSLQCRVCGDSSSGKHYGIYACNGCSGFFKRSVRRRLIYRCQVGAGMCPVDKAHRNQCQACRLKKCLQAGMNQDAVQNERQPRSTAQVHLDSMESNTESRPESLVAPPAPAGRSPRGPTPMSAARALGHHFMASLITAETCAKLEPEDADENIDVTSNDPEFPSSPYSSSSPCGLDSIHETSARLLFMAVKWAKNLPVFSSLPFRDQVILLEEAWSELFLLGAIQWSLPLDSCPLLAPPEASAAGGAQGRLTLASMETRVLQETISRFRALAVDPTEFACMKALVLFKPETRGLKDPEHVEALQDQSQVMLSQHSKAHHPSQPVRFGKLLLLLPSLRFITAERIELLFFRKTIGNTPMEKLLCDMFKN
#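 Test system – NR2E3–RetCOR corepressor complex · Quantity – NR2E3 fusion 1.35 nM · Buffer or medium – Tris pH 7.5 · Incubation – Compound–protein incubation for 5 h at 4 °C · Technique – TR-FRET, Eu(K)-anti-GST donor, streptavidin-D2 acceptor, ex 340, em 617/671 nm · Evaluation – percent inhibition of 671/617 nm emission ratio versus biotin and DMSO controls · Plate – 1536-well format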
# aDG glyco act = alpha-DG glycosylation activation | activation, % at 10 µM | 360,000 tested, 0.22% active | Pro5-aDG cells, alpha-DG glycosylation AlphaScreen (IIH6); 0% Pro5, 100% B10-LARGE cell signal;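 active = activation of at least 8% versus controls, or a plate z-score of at least 8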;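 also: Pro5 are CHO cells carrying HIG-tagged alpha-DG that lacks glycosylation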
# Vif imaging = blocks HIV Vif function; HEK293T cells, Vif self-association by quenched fluorescence, imaging, 24 h; 340,000 tested, 0.35% active; inhibition, % at 7.49 µM; in the data active = inhibition above about 50%, passing the limit was not always enough; also: some results filed as inactive read as strong as hits
# NR2E3 ag-2 = agonists of human NR2E3 nuclear receptor. Q9Y5X4. CHO-S Gal4-NCOR/VP16-NR2E3 two-hybrid, luciferase. inhibition of corepressor binding, % at 3.98 µM. 360,000 tested, 0.35% active. AID 602229;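 active = inhibition above the mean of all tested compounds plus 3 SD, cut at about 70% in these data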;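 also: 0% = DMSO with NR2E3 transfected cells and 100% = cells lacking NR2E3 construct; higher means lower luciferase signal from less NR2E3 corepressor binding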
# CaV13 ICDI inh = Disruptors of the CACNA1D IQ motif to Ca2+-dependent inactivation inhibitor domain association, primary screening, Förster resonance energy transfer in intact living … | 340,000 tested, 0.098% active | inhibition, % at 12.3 µM | HEK cells, CFP/YFP FRET ICDI-IQ, plate reader, 10 min; percent FRET-ratio fall versus neutral wells;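 active = mean replicate inhibition of at least 30% and at least 1% of replicates passing that level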;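 also: 0% = median of the neutral control wells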
# iPSC survival up = increases survival of single human iPS cells; hiPSC single-cell survival, ATPlite luminescence; 100% = ROCK inhibitor wells, 0% = DMSO; survival enhancement, % at 20 µM; 360,000 tested, 0.044% active; in the data active = survival enhancement above about 18%;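 also: cells exposed to compounds for 16 hours before the ATP read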
# * hit, by the source's call; · = no result given.
nr	compound	Vif imaging	Peg3 prom inh	HIF-2a block	Exocytosis inh	NR2E3 ag-1	iPSC survival up	aDG glyco act	MITF TRPM1 inh	CaV13 ICDI inh	PDI inh	NR2E3 ag-2
1	CCn1c(C2CC(=O)N(c3ccc(C)c(C)c3)C2)nc2ccccc21 (configuration not stated)	-6	0	-2	-1	2	2.0	0.5	·	-4	·	-19
2	COC(=O)c1cc(CNC(=O)Cc2ccsc2)ccc1OC	-36	12	15	1	-1	0.1	0.0	19	-4	-7	-27
3	CCOC(=O)C1(C)CCCN(C(=O)c2c(F)cccc2F)C1 (configuration not stated)	2	-3	5	0	·	-1.2	0.0	·	-7	-5	-2
4	COc1cccc(/C=N/Nc2cc(-n3nc(C)cc3-c3ccccc3)ncn2)c1O	-13	52*	16	1	0	-2.1	0.9	28	-4	0	-30
5	c1ccc(CN2CCC(N=C3NN=C(c4ccc5c(c4)OCCO5)CS3)CC2)cc1	1	-49	-49	9	2	-1.9	0.7	-32	-4	2	-25
6	O=C(c1ccccc1Br)N1CCN(c2ncccn2)CC1	4	6	9	-1	·	0.2	-0.1	3	-2	1	3
7	O=C(NC1CC1)c1ccc(-n2cccc2)cc1	-2	-85	-142	0	-1	1.0	-0.1	-40	-3	-7	-27
8	CCc1nc(NCCCN2CCOCC2)c2oc3ccccc3c2n1	0	25	5	2	0	-1.4	-0.2	-1	·	3	17
9	O=C(c1ccc(Cl)cc1)C1CCN(Cc2ccccc2)CC1	5	10	2	20	0	0.6	0.0	·	-1	-5	6
10	CC1=C(N2CCOCC2)CCC1=O	7	-8	12	-4	1	2.1	-0.2	7	-11	3	-34
11	Cn1ccc2cc(-c3csc(N4CCC(C(N)=O)CC4)n3)ccc21	-2	-5	0	5	·	0.8	-0.1	12	-6	-4	10
12	NC(=O)c1cc[n+](CC2=C(C(=O)O)N3C(=O)[C@@H](NC(=O)C(c4ccccc4)S(=O)(=O)[O-])[C@H]3SC2)cc1 (some centres not stated)	-12	10	7	-3	23*	-0.3	0.0	6	·	24	-24
13	CC(=O)C[C@H](O)CC(=O)[C@H]1OC(=O)CCCCCCCc2ccccc21	5	7	9	46	2	-1.1	0.0	·	-5	-2	-9
14	CCOC(=O)N1CCN(C(=O)COc2ccccc2[N+](=O)[O-])CC1	3	0	11	4	0	-0.5	0.0	9	-2	-4	-26
15	CC(=O)N1CCN(C(=O)c2ccc(Cl)c(NC(=O)c3cccs3)c2)CC1	1	-3	-7	-2	-2	0.2	0.2	8	-6	-12	-5
16	CC12CN(Cc3ccccc3)CC(C)(CN(Cc3ccccc3)C1)C2=NO	2	-4	2	11	2	-3.9	1.2	-20	-4	6	-4
17	O=[N+]([O-])c1cccc(CON=Cc2ccccc2O)c1	0	-282	-162	2	·	-2.9	-0.1	·	-6	0	-69
18	O=C(Cn1cnc([N+](=O)[O-])n1)N/N=C/c1ccc(O)cc1O	4	15	13	0	-3	-1.4	-0.2	-7	-4	8	-9
19	CCN(CC(=O)Nc1ccccc1C(F)(F)F)C(=O)CCOc1ccccc1C	-5	-7	-9	-7	0	0.3	-0.2	-2	-6	-3	18
20	CCOC(=O)c1c(C)[nH]c(/C(C)=N/NC(=O)c2cccnc2)c1C	·	-39	-40	36	·	0.5	0.0	·	-12	-5	-20
21	CC1OC(C(C)(C)C)CC2=C1C(=O)OC(C)(C)O2 (configuration not stated)	·	·	9	-10	·	1.3	-0.1	·	-7	·	-30
22	CC(C)(C)NC(=O)c1ccnc(C(C)(C)C)c1	-1	-4	-12	4	1	-2.7	-0.1	7	-10	-3	0
23	Cc1ccc(NS(=O)(=O)c2ccc(C(=O)NCCN3CCOCC3)cc2)cc1	-1	10	13	-8	·	1.0	-0.1	-5	-6	-8	3
24	CCCCCOc1ccc(C(=O)NCC2(c3ccccc3)CCOCC2)cc1	-10	17	11	3	-1	1.7	0.3	6	-9	4	0
25	COc1ccc2nc3n(c(=O)c2c1)-c1ncccc1C(=O)NC3Cc1ccccc1 (configuration not stated)	8	14	-5	5	·	-0.2	0.0	·	-10	-4	12
26	NC(=O)C1(Nc2ccc(-c3ccccc3)cc2)CCCC1	-5	-49	-116	4	·	7.8	0.0	-5	-6	6	-3
27	O=S(=O)(c1ccccc1)N1CCC(=NO)CC1	1	2	12	6	2	5.0	-0.2	13	4	-7	-1
28	CCc1ccccc1NC(=O)C1CCCN(c2nccc(C)n2)C1 (configuration not stated)	2	17	5	-1	1	0.4	0.0	1	-4	-1	7
29	CC(C)C(=O)O/N=C(\N)c1ccccn1	2	-23	-14	-1	-1	-0.1	0.0	-6	-5	-6	-14
30	CCn1ncc(Cl)c1C(=O)Nc1cc([N+](=O)[O-])ccc1OC	-15	12	10	-2	-1	-1.9	0.0	-4	-5	-8	-4
31	Cc1cc(C)n(CC(O)Cn2c3ccc(Cl)cc3c3cc(Cl)ccc32)c(=O)n1 (configuration not stated)	-6	4	-19	-2	-3	-0.8	0.1	10	·	-2	3
32	O=C(COC(=O)c1cccc(S(=O)(=O)N2CCOCC2)c1)Nc1ccc(Cl)cn1	-9	-4	3	4	-2	1.9	-0.1	10	-6	-2	23
33	CC1(c2nnc(-c3cccc(Cl)c3)o2)CC(c2ccc(F)cc2)=NO1 (configuration not stated)	·	-173	-180	-6	3	5.8	0.1	-17	-5	-5	-10
34	O=C(NCCN1CCCCC1)c1ccc(Oc2cc(Cl)cc(Cl)c2)o1	·	7	19	9	0	0.2	0.1	-5	-22	4	-5
35	CN(C)Cc1c(O)ccc2occ(C(O)c3ccccc3)c12 (configuration not stated)	-4	7	28	4	1	4.0	3.7	-4	-2	3	-13
36	Cc1noc(C)c1C(=O)OCC(=O)NC(=O)c1ccc(C(C)(C)C)cc1	·	-36	-40	1	·	5.8	-0.2	·	-5	-3	28
37	O=C(OCc1nnc(-c2ccccc2)o1)C12CC3CC(CC(Br)(C3)C1)C2	14	-172	-131	0	·	1.1	0.1	-39	-6	10	-23
38	O=c1c(-c2ccccc2)c(O)c2cccc3c2n1CCC3	-2	-22	10	-1	1	2.5	0.1	4	·	5	1
39	O/N=C1\CCCC\C1=C/c1ccccc1	0	2	-4	-1	-1	1.1	0.2	-9	-4	-4	-7
40	CCOc1ccc(OCc2cccc(C(=O)O)c2)cc1	-1	100*	89*	-4	-1	-3.9	-0.3	93*	-7	-3	-133
41	NC(c1ccccc1)c1csc(NC(=O)NCCc2ccccc2)n1 (configuration not stated)	·	10	-2	4	·	-0.3	0.9	·	-6	0	3
42	Brc1cccc(-c2nc3c4ccccc4ccn3c2CC2CCCCC2)c1	·	·	-56	-1	·	-1.2	15*	·	-5	·	-21
43	Cc1cc(C(=O)NC2CCCN(Cc3ccccc3F)C2)no1 (configuration not stated)	0	11	11	1	2	-0.4	-0.1	-1	-17	-12	-20
44	CC1(C)CC(=O)C2=C(C1)NC1=C(C(=O)c3ccccc31)C2c1ccccc1 (configuration not stated)	-12	6	31	21	-6	-0.4	-0.2	-9	-3	-1	2
45	COC(=O)C1=C(C)Nc2ncnn2C1c1ccc(OC(=O)c2ccccc2)cc1 (configuration not stated)	-8	-7	-23	0	0	2.8	0.4	13	-8	0	-14
46	Nc1nc2cc(S(=O)(=O)N3CCOCC3)ccc2o1	0	-18	5	0	·	-4.0	-0.1	4	-6	0	-6
47	C/C(CC(=O)Nc1ccc2c(c1)OCCO2)=N\NC(=O)COc1ccc(Cl)c(C)c1	7	3	2	4	-2	0.1	0.0	1	-7	-2	-18
48	O=C(C1CCCO1)N1CCN(C(=S)Nc2ccccc2Cl)CC1 (configuration not stated)	-5	-12	10	4	2	-0.1	-0.3	-5	6	23	19
49	O=C(Nc1ccc2nn(-c3ccccc3)nc2c1)c1ccco1	-1	-290	-383	2	-2	1.2	0.7	-94	·	-42	-127
50	NC(=S)N/N=C1/CCSc2ccc3ccccc3c21	5	-1	-6	34	3	-1.6	1.1	-5	-5	-3	6
51	N#CCC(=O)Nc1ccc(C(=O)OCC(=O)Nc2ccc3ccccc3c2)cc1	-5	-32	-31	2	-1	-0.3	0.3	-7	-15	13	2
52	C=CCc1ccccc1OCC(=O)N/N=C/c1ccc(OC(C)=O)cc1OC(C)=O	-8	35	-13	14	3	-0.9	1.0	16	-5	-10	-8
53	O=C(O)CCC(=O)c1ccc2c(c1)CCCC2	6	-7	-3	0	2	0.9	0.0	-3	-2	-6	-16
54	COc1ccc(CNS(=O)(=O)c2ccc(F)c(C(=O)Nc3ccccc3OC)c2)cc1	2	8	6	-5	0	2.0	-0.2	0	3	2	1
55	Cc1nc2ncnn2c(C)c1CCC(=O)N1CCOCC1	1	7	17	-1	-3	2.1	0.0	5	-6	2	-22
56	C=CCC(NCCCO)c1cccc(OC)c1OC (configuration not stated)	12	9	12	0	0	0.3	-0.2	9	·	2	-16
57	C/C(Cl)=C/Cc1c(C)[nH]c2c(ccc3ccccc32)c1=O	3	-22	-4	-2	2	-0.1	0.4	-7	-21	-4	8
58	CC(=O)N1c2ccc(S(=O)(=O)NCC3CCC(C(=O)NC4CCCCC4)CC3)cc2CC1C (configuration not stated)	-7	17	15	0	1	-0.4	0.4	5	-15	-8	27
59	O=C(Oc1ccc(C(=S)N2CCOCC2)cc1)c1cccc(Cl)c1	28	6	11	-9	3	-0.4	-0.1	9	-9	-16	-16
60	COCc1cc(Sc2ccc(Cl)cc2)nc(-c2ccccc2)n1	9	7	10	1	-1	-0.1	0.0	1	·	-4	-31

# (continued)
nr	compound	Vif imaging	Peg3 prom inh	HIF-2a block	Exocytosis inh	NR2E3 ag-1	iPSC survival up	aDG glyco act	MITF TRPM1 inh	CaV13 ICDI inh	PDI inh	NR2E3 ag-2
61	CN(C)c1ccc(C(=O)N/N=C/c2cc(Br)cc(Br)c2O)cc1	5	59*	3	15	-2	-0.6	0.1	·	-22	-5	-35
62	COc1ccc(N2C(=O)C3CCCN3C2c2ccc(C)o2)cc1Cl (configuration not stated)	-2	-10	1	-2	-3	-4.1	0.0	0	-4	3	-31
63	C=CCN1C=C(C(C)=O)C(=O)CC1	·	-10	-5	1	·	-0.6	-0.1	-2	-5	1	14
64	CC(C)CNC(=O)CN(c1ccccc1)S(=O)(=O)c1ccccc1[N+](=O)[O-]	7	9	6	-5	2	0.2	0.0	8	-3	14	-17
65	CN(C)CCCNCCCCNC(=O)/C=N/O	-7	18	-1	0	4	2.4	0.1	4	-5	15	-29
